High-throughput results as filed in PubChem BioAssay.
Lipid storage S3: qHTS Assay for Lipid Storage Modulators in Drosophila S3 Cells | AID 2685 | Drosophila S3 cells, BODIPY lipid droplet fluorescence, 18-24 h; cells fed with added oleic acid | lipid storage change, negative = inhibition, % at the top dose, mostly 46.1 µM; hits show Potency in µM | 0.64% of 320,000 active; active = well fitted inhibition curve with a large enough effect in the signal ratio, with a control signal flat, not every such curve was filed as active; inconclusive = small, poorly fitted or top-dose-only effect, or effect the other way, or a change in a side signal; the % refers to the signal ratio
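Laser-scanning cytometry quantifies lipid droplet accumulation (500–530 nm total intensity; droplet/cell object ratio) in oleic acid-fed (400 uM added) Drosophila S3 cells treated with a concentration series. 20 uM Triacsin C defined 100% inhibition.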
Lipid storage S3 cell count max: further read-out of Lipid storage S3, marked with its call; cell number change, %; measured here: cell count max response;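 cells counted by Cell Tracker Red CMTPX staining in the red channel; peak over a dose series mostly up to 46.1 µM; percent activity relative to internal control wells on each plate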
* marks the source's active call; other numbers are inactive results; i = inactive; ? = inconclusive; . = no result given. % is scaled to controls: 0 for no effect and ±100 for the full control effect; potency is read from the fitted curve at half-maximal effect.

SMILES | Lipid storage S3 | Lipid storage S3 cell count max
CCOC(=O)Cc1csc(NS(=O)(=O)c2ccc3ccccc3c2)n1 | 15% | 10
Cc1ccc(S(=O)(=O)N2CCC(C(=O)N[C@H](C(=O)NCc3ccco3)C(C)C)CC2)cc1 | ? | .
O=C(CN1C(=O)c2ccccc2C1=O)NCC1COc2ccccc2O1 (centres undefined) | i | .
Cc1ccc(N(Cc2ccc([N+](=O)[O-])cc2)C(=O)c2ccco2)cc1 | ? | .
O=S(=O)(Nc1cccc2c1ccc1cccn12)c1cccs1 | 9% | -9
Cc1c2ccccc2nc2c(F)c(NC(C)C)c(F)c(F)c12 | 21µM* | -3.8*
Cc1ccc(OCCC(=O)OC(C)C(=O)NC2CC2)cc1 (centres undefined) | ? | .
Cc1cccc(N2CCN(C(=O)CS(=O)(=O)Cc3nc(-c4ccccc4F)oc3C)CC2C)c1 (centres undefined) | ? | .
CCN(CC(=O)Nc1ccc(NC(C)=O)cc1)C(=O)Cc1ccccc1F | ? | .
CC(c1ccccc1)C1C(C#N)=C(N)OC2=C1C(=O)CC(C)(C)C2 (centres undefined) | 6% | .
CCCCC(=O)Nc1cccc(-c2cn3ccsc3n2)c1 | 3% | -12
COc1ccc(OC)c(NC(=O)CSc2nc3cccnc3n2C)c1 | ? | .
CCc1nnc(NC(=O)C23CC4CC(CC(C4)C2)C3)s1 | 1% | -5
Cn1c(=O)n(C)c2cc(/C=N/n3cnnc3)ccc21 | -7% | .
O=C(COc1c(Br)cc(Br)cc1Br)N/N=C/c1ccco1 | 0% | -12
O=C(CSc1ncnc2sc3c(c12)CCCC3)c1ccccc1 | -1% | 3
CCC(CC)C(=O)Nc1cc([N+](=O)[O-])ccc1F | 4% | 11
COc1ccc(NC(=O)CN(C)C(=O)c2ccc(-c3cccc(C(F)(F)F)c3)o2)cc1 | -15% | .
O=C(C[n+]1ccc(-c2cc(C(=O)Nc3cccc(C(F)(F)F)c3)c3ccccc3n2)cc1)c1cccc([N+](=O)[O-])c1 | i | 8
COCc1cc(C)nc(NCCc2ccccc2)c1C#N | ? | .
Cn1cnc2nc3n(c2c1=O)CCC3 | 9% | -10
Cc1ccc(C)c(CNS(=O)(=O)c2c(C)[nH]c(C)c2C(=O)N2CCCC2)c1 | ? | .
CCn1c(SCC(=O)Nc2ccccc2OC)nc2ccccc2c1=O | ? | .
COc1cc(-c2nc3ccccn3c2N)ccc1O | 6% | 10
COc1ccc(NC(=O)Nn2cnnc2)cc1OC | 13% | .
O=C(CSCc1ccc([N+](=O)[O-])cc1)Nc1ccccc1C(=O)O | ? | .
O=C(Nc1ccccc1C(=O)Nc1ccccn1)c1cc(F)c(F)cc1Cl | ? | .
CC1CC(C)CN(CCCNC(=O)Cn2ncc3c(=O)oc4ccccc4c32)C1 (centres undefined) | ? | .
COc1ccc(NS(=O)(=O)c2cccc(Cl)c2Cl)cc1S(=O)(=O)N1CCCCC1 | 0% | 1
CCOc1ccc(C(C)C)cc1S(=O)(=O)N1CCN(C(=O)c2ccco2)CC1 | ? | .
CCCCN(Cc1cc2ccccc2[nH]c1=O)S(=O)(=O)c1ccc(C)cc1 | ? | .
Cc1cc(NC(=O)C2CC(c3ccc(Cl)cc3)=NO2)no1 (centres undefined) | ? | .
N/C(=N\OC(=O)c1ccc2c(c1)OCO2)c1cccnc1 | 28% | 1
COc1ccccc1NC(=O)CCc1nc(-c2cccs2)no1 | ? | .
CN1c2ccccc2Oc2c(c(=O)n(C)c(=O)n2C)C1c1cccc([N+](=O)[O-])c1 (centres undefined) | ? | .
Cc1ccc(C)c(OCC(=O)N2CCOCC2)c1 | ? | .
Cc1ccc(-n2ncc3c(=O)n(CC(=O)NC4CCCC4)cnc32)cc1C | -5% | 11
CC(C)c1ccc(S(=O)(=O)N2CCN(CC(=O)c3ccc(O)c(O)c3)CC2)cc1 | ? | .
COc1ccc2cc(-c3[nH]ncc3CN3CCCN(c4ccccc4)CC3)ccc2c1 | -2% | -22
CCOC(=O)N1CCC(NC(=O)c2ccc(CS(=O)c3cccc(C)c3)o2)CC1 (centres undefined) | i | -15
COc1ccc(Nc2nnc(SCC(=O)N3CCCC3)s2)cc1 | ? | .
O=C(NCN1CCCCC1)c1cccnc1 | ? | .
Cc1ccc(-n2nc(C)c(C3(O)C(=O)N(C(C)C)c4ccccc43)c2N)cc1 (centres undefined) | ? | .
NC(=O)COC(=O)c1c2c(nc3ccccc13)CCC2 | ? | .
COc1cccc(NC(=O)Nc2nc(SC(C)(C)C)ns2)c1 | ? | .
CCOc1ccc(CNS(=O)(=O)c2ccc3c(c2)CC(=O)N3C)cc1 | 5% | -22
O=C1CC(N2CCCCCC2)C(=O)N1c1ccc(F)cc1 (centres undefined) | ? | .
CC(C)COc1ccc(-c2nnn(CC(=O)N3CCCC3)n2)cc1 | ? | .
Cc1cccc(NC(=O)c2ccc(NC(=O)c3ccccc3Br)cc2)c1 | ? | .
CCn1cc(C(=O)NCCCOC)c(=O)c2cc(S(=O)(=O)N(C)C)ccc21 | -6% | -12
COc1ccc(S(=O)(=O)Nc2ccccn2)cc1C | ? | .
O=C(N/N=C/c1ccc(Cl)cc1)C1CC12CCC2 (centres undefined) | ? | .
CC(C)n1nccc1NC(=O)Nc1ccccc1 | i | 5
O=C(COC(=O)c1cccnc1Cl)Nc1ncc(Cl)cc1Cl | ? | .
CCOC(=O)Cc1csc(NC(=O)c2cccs2)n1 | ? | .
CC(=O)N1CCN(c2ccc(NC(=O)C(C)Oc3ccc(Cl)cc3Cl)cc2)CC1 (centres undefined) | ? | .
Cc1csc(NC(=O)c2ccc(C)o2)n1 | i | 13
COc1ccc(C(=O)N[C@H](C(=O)NCc2ccccc2)C(C)C)cc1 | i | -23
Cc1cc(=O)[nH]c(SCC(=O)NCCc2ccccc2)n1 | -5% | 2
Cc1ccccc1OCC(=O)NN1Cc2ccccc2C1=N | ? | .

The list continues.
SMILES | Lipid storage S3 | Lipid storage S3 cell count max
O=[N+]([O-])c1ccc(/C=C/c2ccc3cccc(O)c3n2)cc1 | ? | .
COCCN(CCOC)C(=O)COC(=O)c1ccc(Cl)c(S(=O)(=O)N(C)c2ccccc2)c1 | -21% | -11
Cc1cc(C)cc(OCC(=O)Nc2cccc(-c3nc4ncccc4o3)c2)c1 | ? | .
CN(CC(=O)Nc1ccc(F)cc1)C(=O)c1cc([N+](=O)[O-])ccc1N1CCOCC1 | ? | .
O=C(NCc1cccnc1)C1CCCN(S(=O)(=O)c2ccc(Cl)cc2)C1 (centres undefined) | ? | .
O=CN1CCCN(Cc2nc(-c3cccc(Cl)c3)no2)CC1 | -2% | 0
CCCCc1ccc(-c2csc(/C(C#N)=C\c3ccc(C)o3)n2)cc1 | ? | .
NS(=O)(=O)c1cccc(NC(=O)CCS(=O)(=O)c2ccc(Cl)cc2)c1 | ? | .
COc1cccc(CN(C(=O)/C=C/c2ccco2)C2CCS(=O)(=O)C2)c1 (centres undefined) | i | -17
Cc1ccccc1/C=C/C(=O)N1CCOCC1 | -2% | 1
CN(CC(=O)Nc1cccc(F)c1)C(=O)CCCNC(=O)c1ccc(Cl)cc1 | ? | .
NS(=O)(=O)c1cccc(NC(=O)CCSc2ccccc2Cl)c1 | ? | .
COc1ccc(C)cc1S(=O)(=O)N1CCCC(C(=O)N2CCOCC2)C1 (centres undefined) | ? | .
Cc1ccc(C(=O)NCCn2cc(SCC(=O)Nc3cc(C)on3)c3ccccc32)cc1 | -4% | .
C=Cc1ncc(OC)c2c1[nH]c1ccccc12 | -2% | -6
O=C(Nc1ccc2c(c1)C(=O)NC2=O)c1ccccc1 | 19% | -4
CCCn1c(SCC(=O)N2CCCc3ccccc32)nnc1-c1ccco1 | ? | .
O=C(COC(=O)c1ccco1)NCC1CCCO1 (centres undefined) | ? | .
COc1ccc(OCC(=O)N2CCN(C(=O)COc3ccc(Br)cc3)CC2)cc1 | ? | .
O=C(CCc1nc(-c2ccccn2)no1)NCc1ccc2c(c1)OCO2 | 14% | 10
CC12CC3(C)CC(C)(C1)CC(C(N)=O)(C2)C3 | ? | .
COc1ccc(C(=O)Nc2ccc3c(c2)nc(CN2CCCC2)n3C)cc1 | 0% | 7
Nc1cc(Nc2ccc(Br)cc2)nc(N)n1 | 2% | 1
CCCCOC(=O)C(C#N)c1nc2ccccc2nc1N1CCN(Cc2ccc3c(c2)OCO3)CC1 (centres undefined) | ? | .
COc1ccc(OC)c(NC(=S)N(CCc2c(C)[nH]c3ccccc23)Cc2cccs2)c1 | ? | .
CC(C)OP(=O)(OC(C)C)C(Nc1ccccc1)c1ccccc1C(F)(F)F (centres undefined) | 5% | 17
Cc1ccc(-n2nnnc2SCC(=O)NCC2(N3CCOCC3)CCCCC2)cc1 | ? | .
O=C(CSc1nnnn1C1CCCC1)Nc1ccccc1F | ? | .
S=C(NC1CCCC1)N1CCN(c2ccc(Cl)cc2)CC1 | -5% | -3
C=CCNc1nc(-c2cccs2)c(CC(=O)O)s1 | ? | .
CN(C)C(=O)CN(c1ccc2c(c1)OCO2)S(C)(=O)=O | ? | .
Cc1nn(C2CCS(=O)(=O)C2)c(C)c1CN(C)C(=O)c1ccccc1 (centres undefined) | ? | .
COc1ccc2c(=O)c3c(=O)n(-c4ccc(C)cc4)c(-c4ccccc4)nc3oc2c1 | 12% | 1
CCCCNC(c1ccccc1)c1ccncc1 (centres undefined) | -1% | -1
COc1ccc(C(CNC(=O)COc2ccccc2-c2ccccc2)N2CCOCC2)cc1 (centres undefined) | i | .
Cc1nnc(N(C)C(=O)c2ccccn2)s1 | -9% | -7
Cn1c(=O)cc(SCC(=O)Nc2ccccn2)c2ccccc21 | 0% | -8
Nc1c(S(=O)(=O)O)cc(NC(=O)c2ccccc2)c2c1C(=O)c1ccccc1C2=O | 0% | 3
C=CCc1cc(OC)ccc1OCC(O)CN1CCN(c2ccc(OC)cc2)CC1 (centres undefined) | ? | .
CCN(CC)C(=O)CSc1nc(O)c(Cc2ccccc2)c(=O)n1-c1ccccc1 | 12% | -18
Cn1c2c(c(=O)n(C)c1=O)C(c1ccccc1Cl)CC(=O)N2 (centres undefined) | ? | .
COc1ccccc1NC(=O)CSc1nc2c(oc3ccccc32)c(=O)n1C | ? | .
Cc1ccc(NC(=O)CNC(c2ccccc2)c2ccccc2)c(F)c1 | ? | .
CCc1cc2ccc(OC)cc2nc1SCC(=O)Nc1cc(C)on1 | ? | .
COc1ccccc1OCCC(=O)NNC(=O)c1ccccc1F | ? | .
O=C(CCNC(=O)c1ccco1)Nc1ccccc1 | ? | .
CC(C)(C)C(=O)/C=c1\[nH]c(=O)/c(=C\c2ccc(C#N)cc2)s1 | ? | .
S=c1[nH]nc(C2CCCCC2)n1/N=C/c1ccco1 | ? | .

Some of these compounds in order of length of the SMILES, highest first.
SMILES | Lipid storage S3 | Lipid storage S3 cell count max
Nc1c(S(=O)(=O)O)cc(NC(=O)c2ccccc2)c2c1C(=O)c1ccccc1C2=O | 0% | 3
CC(C)(C)C(=O)/C=c1\[nH]c(=O)/c(=C\c2ccc(C#N)cc2)s1 | ? | .
CCN(CC)C(=O)CSc1nc(O)c(Cc2ccccc2)c(=O)n1-c1ccccc1 | 12% | -18
Cc1nn(C2CCS(=O)(=O)C2)c(C)c1CN(C)C(=O)c1ccccc1 (centres undefined) | ? | .
C=CCc1cc(OC)ccc1OCC(O)CN1CCN(c2ccc(OC)cc2)CC1 (centres undefined) | ? | .
COc1ccccc1NC(=O)CSc1nc2c(oc3ccccc32)c(=O)n1C | ? | .
Cn1c2c(c(=O)n(C)c1=O)C(c1ccccc1Cl)CC(=O)N2 (centres undefined) | ? | .
Cc1ccc(NC(=O)CNC(c2ccccc2)c2ccccc2)c(F)c1 | ? | .
CN(C)C(=O)CN(c1ccc2c(c1)OCO2)S(C)(=O)=O | ? | .
CCc1cc2ccc(OC)cc2nc1SCC(=O)Nc1cc(C)on1 | ? | .
Cn1c(=O)cc(SCC(=O)Nc2ccccn2)c2ccccc21 | 0% | -8
S=C(NC1CCCC1)N1CCN(c2ccc(Cl)cc2)CC1 | -5% | -3
COc1ccccc1OCCC(=O)NNC(=O)c1ccccc1F | ? | .
C=CCNc1nc(-c2cccs2)c(CC(=O)O)s1 | ? | .
O=C(CCNC(=O)c1ccco1)Nc1ccccc1 | ? | .
Cc1nnc(N(C)C(=O)c2ccccn2)s1 | -9% | -7
CCCCNC(c1ccccc1)c1ccncc1 (centres undefined) | -1% | -1

Following part:
SMILES | Lipid storage S3 | Lipid storage S3 cell count max
CN1CCN(c2ccc(NC(=O)COc3cccc4ccccc34)cc2)CC1 | ? | .
CC(=O)Nc1cccc(OCC(O)Cn2c(C)nc3ccccc32)c1 (centres undefined) | -6% | -13
Cc1ccc(S(=O)(=O)N(C)c2ccc(OCC(=O)N3CCCCC3)cc2)cc1 | ? | .
COc1ccc(C(=O)/C=C/Nc2ccc(S(=O)(=O)Nc3onc(C)c3C)cc2)cc1 | 15% | -7
c1ccc(-c2noc(-c3ccc4ccccc4c3)n2)nc1 | i | .
Cc1ccccc1N1CC(=O)N(c2ccccc2C)CC1=O | ? | .
CC1CN(c2sc(S(C)(=O)=O)nc2S(=O)(=O)c2ccc(Cl)cc2)CC(C)O1 (centres undefined) | ? | .
CC1=C(c2ccc(F)cc2)[N+](=O)C(C)(C)N1[O-] | -8% | 6
CC(C)n1c(CSCc2ccc(Cl)cc2Cl)n[nH]c1=S | ? | .
Cc1nn(CC(=O)N2CCN(c3ccccc3)CC2)c(=O)c2cccn12 | 16% | -5
COc1ccc(C(=O)N2CCCC(CCC(=O)NCc3ccc(F)c(F)c3)C2)o1 (centres undefined) | ? | .

Some of the compounds tested, so the mix of outcomes need not match the whole.
